Screening data as filed in PubChem.
Ba/F3 V617F tox: reduced viability of JAK2V617F-dependent Ba/F3 cells, primary screen, JAK2V617F inhibitor project, cell-based, Ba/F3 EpoR-JAK2V617F, luminescence; ATP luminescence; inhibition, % at 5.6 µM; 220,000 tested, 1.1% active; AID 1446, 2008;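 active = inhibition above the campaign mean plus 3 SD over all tested compounds, cut at about 24% in these data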;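 also: cytokine-independent growth of Ba/F3 cells driven by EpoR plus mutant JAK2; 0% = DMSO-treated cells and 100% = JAK inhibitor I control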
Furin inh: human furin inhibitors, primary screen, biochemical, fluorescence intensity | purified furin, fluorogenic substrate cleavage | AID 463115, 2010 | inhibition, % at 30 µM | 220,000 tested, 0.061% active; in the data active = inhibition above about 25%; also: inactives centre near -15
NCF1 inh: p47phox/p22phox peptide binding inhibitors, primary screen, biochemical, uHTS, NADPH oxidase regulatory subunit. inhibition, % at 24.7 µM. 220,000 tested, 0.53% active. fluorescence polarization, 2 h. Neutrophil cytosol factor 1 (Homo sapiens), P14598. AID 1274, 2008;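 active = inhibition above about 30%, limit read from the data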;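 also: 0% = p47phox with labelled peptide and 100% = labelled peptide alone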
Target sequence (P14598 whole entry, looked up): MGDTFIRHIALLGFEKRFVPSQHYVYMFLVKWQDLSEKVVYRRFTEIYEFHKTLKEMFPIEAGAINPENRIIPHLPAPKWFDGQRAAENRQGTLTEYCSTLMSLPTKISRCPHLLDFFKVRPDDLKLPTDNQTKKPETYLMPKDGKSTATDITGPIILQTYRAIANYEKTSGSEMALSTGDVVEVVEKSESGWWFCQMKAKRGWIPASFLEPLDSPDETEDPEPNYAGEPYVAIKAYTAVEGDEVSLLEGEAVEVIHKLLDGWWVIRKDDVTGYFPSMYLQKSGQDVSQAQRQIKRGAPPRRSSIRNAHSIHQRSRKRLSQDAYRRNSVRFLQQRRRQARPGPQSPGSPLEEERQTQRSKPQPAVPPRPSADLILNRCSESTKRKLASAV
EP2 antag: human EP2 receptor antagonists, primary screen, TR-FRET cAMP, C6 glioma cells | Prostaglandin E2 receptor EP2 subtype (Homo sapiens), P43116 | C6 glioma cells expressing human EP2; cells stimulated with saturating PGE2 | 260,000 tested, 0.52% active | inhibition, % at 25 µM;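 active = percent inhibition above 40 after rounding to a whole number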;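 also: rat C6 glioma host cells with rolipram phosphodiesterase inhibitor present; the protocol text gives 20 µM as final concentration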
Target sequence (P43116 whole entry, looked up): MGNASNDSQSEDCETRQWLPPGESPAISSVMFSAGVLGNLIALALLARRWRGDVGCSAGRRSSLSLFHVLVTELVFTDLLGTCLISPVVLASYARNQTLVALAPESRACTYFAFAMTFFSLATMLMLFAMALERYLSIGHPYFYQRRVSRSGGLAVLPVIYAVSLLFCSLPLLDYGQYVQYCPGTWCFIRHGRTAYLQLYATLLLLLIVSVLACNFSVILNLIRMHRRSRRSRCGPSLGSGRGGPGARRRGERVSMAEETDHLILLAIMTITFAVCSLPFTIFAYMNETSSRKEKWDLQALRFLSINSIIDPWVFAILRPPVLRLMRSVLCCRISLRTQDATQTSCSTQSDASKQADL
Tb hexokinase: Trypanosoma brucei hexokinase 1 inhibitors, primary screen, biochemical, G6PDH-coupled NADH absorbance, MLSCN library; hexokinase 1 [Trypanosoma brucei]; recombinant TbHK1, G6PDH-coupled NADH A340; inhibition, % at 10 µM; 220,000 tested, 0.11% active; AID 1430, 2008;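 active = inhibition of 50% or more in the single-dose primary screen; inactive = inhibition below 50%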
p97 inhibitor: inhibitors of human p97 ATPase, primary screen, biochemical. Transitional endoplasmic reticulum ATPase (Homo sapiens), P55072. recombinant p97 ATPase, Kinase-Glo ATP luminescence, 3 h. 220,000 tested, 0.42% active. inhibition, % at 8 µM; in the data active = inhibition above about 15%;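 also: 0% = DMSO vehicle and 100% = wells lacking enzyme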
RBBP9 inhibitor: human RBBP9 inhibitors, primary screen, biochemical, fluorescence polarization, FP-Rh probe, HTS; Serine hydrolase RBBP9 (Homo sapiens), O75884; recombinant RBBP9; inhibition, % at 7.94 µM; 220,000 tested, 0.2% active;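 active = inhibition above the campaign mean of all tested compounds plus 3 SD, cut at about 14% in these data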;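 also: plate controls were DMSO wells with RBBP9 for no effect and wells lacking RBBP9 protein for full effect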
Target sequence (O75884 whole entry, looked up): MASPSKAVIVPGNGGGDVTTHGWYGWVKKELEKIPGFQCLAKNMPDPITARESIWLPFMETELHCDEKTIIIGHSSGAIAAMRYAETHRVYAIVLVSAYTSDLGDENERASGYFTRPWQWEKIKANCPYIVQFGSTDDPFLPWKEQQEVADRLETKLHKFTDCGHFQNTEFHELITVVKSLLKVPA
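Test system: recombinant human RBBP9. Quantity: 2.5 µM RBBP9 dispensing solution, before mixing. Detection: FP readout at 525/598 nm. Reagent: Serine-hydrolase probe FP-Rh, 375 nM pre-mixing. Measure: % inhibition. Control set: DMSO-treated enzyme wells and wells lacking RBBP9. Buffer or medium: Tris-NaCl-Pluronic buffer, pH 8.0. Times: preincubation 30 min plus labeling 45 min at 25 °C.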
BaF3 parental: parental Ba/F3 cell viability inhibition, counter-screen for JAK2V617F inhibitor project, murine pro-B, CellTiter-Glo luminescence; 220,000 tested, 1.1% active; inhibition, % at 5.6 µM; AID 1486, 2009; CellTiter-Glo ATP luminescence;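 active = inhibition above a per-campaign cutoff, the mean inhibition of all tested compounds plus 3 SD, cut at about 27% in these data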;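 also: 0% = DMSO wells and 100% = JAK Inhibitor I control wells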
PPC-1+TRAIL kill: compounds killing PPC-1 cancer cells with TRAIL present, primary screen, TRAIL potentiator project, ATPLite luminescence, uHTS | 220,000 tested, 0.41% active | cell killing (% activity), % at 4 µM | PPC-1 cells + TRAIL, ATPLite viability luminescence;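 active = cell killing above 50% in the first pass at 4 µM, then a duplicate retest at 5 µM averaging 50% or more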;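 also: plate controls were cells with TRAIL plus DMSO for no effect and medium-only wells lacking cells for full effect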
* marks the source's active call; other numbers are inactive results; · = not tested or not shown; & = joins results of further samples; ! = repeats disagree; [ ] = remark or other dose. Not all compounds are listed, so the mix of outcomes need not match the whole.

Compound | Ba/F3 V617F tox | Furin inh | NCF1 inh | EP2 antag | Tb hexokinase | p97 inhibitor | RBBP9 inhibitor | BaF3 parental | PPC-1+TRAIL kill
Cc1ccc2nc(N3C(=O)C(O)=C(C(=O)c4ccco4)C3c3cccs3)sc2c1 (stereo not given) | -1.9 | -15.0 | -52.8 | 75.4*! | -8.3 | 6.5 | 1.1 | 3.9 | 9.7
CC(NC(=O)OC1CCCCC1)N1C(=O)C2C3C=CC(C3)C2C1=O (stereo not given) | -4.0 | 3.2 | -9.7 | 8.3 | 28.2 | 2.0 | 6.9 | 4.1 | -9.9
COc1cc(N(C(=O)Cc2cccs2)C(C(=O)NC2CCCCC2)c2cccc(OC)c2OC)ccc1-n1cnnn1 (stereo not given) | 5.3 | -16.8 | -8.4 | -0.3 | -15.6 | -3.2 | -7.1 | 11.2 | 3.4
Cc1cc2c(C)cc(=O)[nH]c2cc1NC(=O)CCl | -2.0 | -13.4 | -13.4 | 12.1 | -27.5 | 13.2 | 0.9 | -2.7 | 11.4
COC(=O)Cn1c(C(F)(F)F)nc2ccccc21 | 6.3 | -16.0[20 µM] | 4.8 | 11.5 | 5.0 | 2.8 | -0.7 | 5.6 | 25.9
CNC(=S)N/N=C(\C)c1cccc([N+](=O)[O-])c1 | -1.8 | -16.5 | -4.9 | 12.0 | -6.3 | -1.2 | -3.7 | 3.0 | -13.6
Cn1cnnc1SCC(=O)Nc1ccc2c(c1)CCC2 | 3.1 | -12.8[20 µM] | -13.8 | 6.2 | 2.4 | -5.1 | -8.1 | 2.0 | 9.0
CCc1nnc(NC(=O)c2cc(-c3ccccc3)nn2-c2ccccc2)s1 | 1.8 | -14.6[20 µM] | 0.3 | 5.5 | -5.1 | -6.8 | -5.4 | 6.2 | 0.8
Cc1onc(-c2ccccc2)c1C(=O)Nc1cccnc1 | -1.2 | -33.3 | -12.4 | 9.4 | 8.5 | 3.0 | -3.0 | 4.8 | -0.1
O=C(CSc1nnc(-c2cccnc2)o1)Nc1ccc(Cl)cc1 | -0.5 | -19.7 | -4.6 | 12.2&7.3 | -0.2 | 5.7 | 8.4 | -3.6 | 2.3
CC(C)CCNC(=O)CN(Cc1ccco1)C(=O)c1snc(C(N)=O)c1N | -0.1 | -8.4 | -3.4 | 9.4 | -10.6 | 0.5 | -2.0 | 7.8 | 0.7
COc1cc(/C=C(\C#N)C(=O)Nc2cc(C(F)(F)F)ccc2Cl)ccc1OCC(=O)Nc1cccc(C(F)(F)F)c1 | 3.9 | -9.2 | 11.4 | 5.6 | -10.8 | -6.5 | -14.8 | 9.0 | -15.0
O=c1nc2n(c3cccc(Cl)c13)CCCCC2 | 0.3 | -26.7 | -14.9 | 6.2 | -0.2 | 0.8 | -5.5 | -1.3 | 6.4
COCCCNC(=S)NNC(=O)c1ccoc1C | 3.3 | -10.9 | -21.8 | 2.3 | 4.1 | 2.4 | -8.7 | 6.8 | -1.2
CC1=CN2C(=N)/C(=C/c3cn(CCCOc4ccccc4C)c4ccccc34)C(=O)N=C2S1 | 1.2 | 2.1 | -54.5 | 5.2 | -1.7 | -1.9 | -3.2 | 10.4 | 25.3
N/C(=N\OS(=O)(=O)c1ccccc1)c1cccnc1 | -4.1 | -16.6 | 2.1 | 4.1 | 1.3 | 6.5 | -5.3 | 5.4 | 18.0
COc1cccc(/C=N/NC(=O)c2cnccn2)c1 | -4.5 | -19.6 | 0.4 | 7.3 | -16.1 | 4.0 | 5.6 | 1.5 | 18.3
CCn1c(SCC(=O)Nc2ccccc2-c2ccccc2)nnc1-c1ccoc1C | 52.2* | -12.6 | -5.3 | 10.5 | 0.1 | -0.4 | 1.6 | 0.8 | 6.4
O=C(Nc1nc2c(ccc3ccccc32)s1)c1ccco1 | -1.7 | -12.8 | -33.3 | 17.4 | -4.7 | 5.4 | -20.7 | 5.4 | -1.5
COc1cc(/C=N\NC(=O)C2CC3C=CC2C3)ccc1O (stereo not given) | -2.2 | -17.4 | -3.4 | 9.7 | 2.3 | 3.5 | -6.0 | 3.2 | -1.2

New compounds follow:
Compound | Ba/F3 V617F tox | Furin inh | NCF1 inh | EP2 antag | Tb hexokinase | p97 inhibitor | RBBP9 inhibitor | BaF3 parental | PPC-1+TRAIL kill
COCCCNC(=S)N/N=C/c1ccc(N(C)C)cc1 | -0.5 | -21.6 | 0.9 | 3.0 | -18.4 | 0.6 | 4.5 | 8.6 | -6.3
COc1ccc(C(=O)CSc2nc3nc(C)cc(C)n3n2)cc1OC | -2.7 | -20.1[20 µM] | 5.0 | 5.0 | -2.6 | 7.1 | -5.8 | 1.8 | 13.1
Cc1ccc(N2C(=O)CSC2c2c(F)cccc2Cl)cc1 (stereo not given) | -2.5 | -9.8[20 µM] | -5.3 | 8.8 | 0.5 | 0.1 | -2.4 | 3.3 | -3.4
O=C(NNC(=S)Nc1ccccc1)c1ccc2ncccc2c1 | 1.9 | -25.7 | -12.1 | 4.6 | -11.6 | 5.2 | -8.3 | 3.5 | -15.4
O=c1[nH]cnc2c1ncn2[C@@H]1O[C@H](CO)[C@@H](O)[C@H]1O | -3.0 | -13.1 | -0.5 | 8.6 | 4.4 | 6.7 | 5.3 | 0.0 | 11.2
O=C(Cn1cnc2c(cnn2-c2ccccc2)c1=O)Nc1ccc(S(=O)(=O)N2CCOCC2)cc1 | 5.0 | -0.2 | 2.6 | 3.2 | 22.9 | 2.5 | -2.1 | 12.9 | 25.7
COc1ccc(NC(=O)/C=C/c2cccc(F)c2)cn1 | -3.4 | -12.3 | -10.5 | 10.3 | -1.8 | 0.2 | -3.1 | 5.0 | 7.7
Cc1ccc(C)c2[nH]c(=O)c(CCNS(=O)(=O)c3ccccc3)cc12 | 4.1 | -21.0 | -10.7 | 11.3 | -5.3 | -4.0 | 4.6 | 7.2 | -22.8
CC(C)(C)S(=O)(=O)c1cnc(-c2ccccn2)nc1N | -2.3 | -24.1 | 1.1 | 6.3 | 0.2 | 4.0 | -0.9 | -2.3 | -5.0
O=C(NC1CCCCC1)C(c1cccnc1)N(CCc1ccccc1)C(=O)Cc1cccs1 (stereo not given) | -0.6 | -16.8 | 0.5 | 5.5 | 20.7 | 0.3 | -7.3 | -0.5 | -5.9
COC(=O)c1c(C)[nH]c(C(=O)CSc2ncnc3sc(-c4ccccc4)cc23)c1C | 2.6 | -5.8 | -3.3 | 12.3 | -18.6 | -1.2 | -5.0 | 7.5 | 26.6
O=C(CSCc1ccccc1)N1CCN(c2ccccc2)CC1 | 0.2 | -29.5 | -2.4 | 3.8 | -0.1 | 6.6 | 7.6 | 8.1 | 28.3
Cc1ccc(CSc2nnc(-c3cccc(S(=O)(=O)N4CCOCC4)c3)n2CC(C)C)cc1 | -0.6 | -15.0 | -9.8 | 5.8 | -5.7 | -1.4 | -5.4 | 3.8 | 9.2
O=C(Nc1ccccc1)c1cc2n(n1)C(C(F)(F)F)CC(C1CC1)N2 (stereo not given) | 7.7 | -9.9 | -10.1 | 8.8 | 5.2 | -5.1 | -3.7 | 8.4 | 4.1
COc1cc2cc(CN(Cc3cccnc3)C(=O)Nc3ccccc3)c(=O)[nH]c2cc1OC | 1.5 | -12.8 | 9.3 | 12.9&4.9 | -22.5 | 3.4 | 1.2 | 6.9 | 1.2
COc1ccc(CNC(=O)CSc2nc3[nH]ncc3c(=O)n2-c2ccccc2Br)cc1 | 2.6 | -22.0 | -0.9 | 2.6 | -0.7 | 0.7 | -9.2 | 4.6 | 5.6
Cc1ccc2c(c1)C(N1CCCC1=O)CC(c1ccco1)N2 (stereo not given) | 4.8 | -40.6[20 µM] | -2.0 | 11.2 | -8.8 | -1.4 | -6.8 | 2.8 | -17.1
COc1ccc(/C=N/c2nc3ccccc3n2C)cc1OC | 1.2 | -27.1 | 0.5 | 8.0 | 1.0 | 0.6 | -4.8 | 1.5 | 18.3
CCOC(=O)c1ccc2c(c1)NC(=O)C(N1CCN(c3ccc(OC)cc3)CC1)S2 (stereo not given) | -0.5 | -23.0 | -6.5 | 13.6 | 1.2 | 7.0 | -1.2 | 4.0 | 16.3
Cc1cc2oc(=O)c3c(c2cc1OC(=O)c1ccco1)CCCC3 | -2.0 | -18.9[20 µM] | -11.0 | 13.3 | -10.1 | 3.6 | -7.3 | 0.8 | -12.9

Arranged by value in Tb hexokinase (ascending): three of the compounds above.
Molecule	Furin inh	NCF1 inh	Tb hexokinase	p97 inhibitor	RBBP9 inhibitor
Cc1ccc(C)c2[nH]c(=O)c(CCNS(=O)(=O)c3ccccc3)cc12	-21.0	-10.7	-5.3	-4.0	4.6
Cc1ccc(N2C(=O)CSC2c2c(F)cccc2Cl)cc1 (stereo not given)	-9.8[20 µM]	-5.3	0.5	0.1	-2.4
O=C(Cn1cnc2c(cnn2-c2ccccc2)c1=O)Nc1ccc(S(=O)(=O)N2CCOCC2)cc1	-0.2	2.6	22.9	2.5	-2.1

Other structures follow.
Compound | Ba/F3 V617F tox | Furin inh | NCF1 inh | EP2 antag | Tb hexokinase | p97 inhibitor | RBBP9 inhibitor | BaF3 parental | PPC-1+TRAIL kill
Cn1ccc(C(=O)NC(=S)N2CCSCC2)n1 | 0.8 | -13.9 | -2.7 | 12.0 | -6.9 | -7.6 | -8.6 | -2.9 | 28.5
CCOc1cccc(C2c3c(oc4ccccc4c3=O)C(=O)N2c2ccccn2)c1 (stereo not given) | 3.7 | -13.3 | -3.6 | 5.7 | -18.8 | -1.0 | 1.9 | 9.8 | 8.6
O=S(=O)(C/C(=C/CO)S(=O)(=O)c1ccccc1)c1ccccc1 | 100.6* | -11.9 | -35.6 | 4.0 | 0.4 | 7.2 | -9.1 | 100.1* | 6.7
Cc1cccc(C(=O)OCC(=O)NCc2cccs2)c1 | -1.6 | -15.1 | -2.1 | 4.2 | 0.3 | 3.1 | -2.0 | 3.3 | 10.5
CC(=O)c1ccc(OCC(O)CN2CCN(CCN3C(=O)c4cccc5cccc(c45)C3=O)CC2)cc1 (stereo not given) | 2.8 | -15.2 | 1.7 | 7.7 | -6.5 | 3.5 | -8.5 | 6.0 | 10.2
COc1ccc(C2SCC(=O)N2CCc2ccc(OC)c(OC)c2)cc1 (stereo not given) | 13.7 | -11.3 | 0.8 | 4.9 | 4.2 | -6.0 | -14.0 | 13.8 | ·
NC(=O)SC/C(=N\S(=O)(=O)c1ccccc1)Nc1ccccc1 | -0.5 | -2.8 | -11.9 | 2.9 | 57.5* | -0.2 | -6.9 | 1.1 | 6.5
O=C(COc1ccc(Br)cc1Cl)NC1CCCCC1 | 0.6 | -23.2 | -4.7 | 10.6 | 0.5 | 0.2 | -5.9 | 5.7 | 22.5
Cn1c2c(c(=O)n(C)c1=O)[C@@]1(C(=O)Nc3ccccc31)C(C#N)=C(N)O2 | 4.6 | -3.4 | 0.5 | 4.9 | 2.7 | 0.7 | 0.2 | 3.3 | 16.7
CCOc1ccccc1Nc1ncccc1C(=O)O | -1.5 | -7.3[20 µM] | -8.7 | 3.8 | -13.6 | 5.7 | -0.6 | 0.7 | -4.0
